Screening data deposited in PubChem by National Center for Advancing Translational Sciences (NCATS).
TRb-SRC2 inh: disrupts binding of human TR beta to SRC2 | AID 1469 | TRbeta-SRC2 peptide binding, fluorescence polarization; receptor liganded with 1 µM T3 | 280,000 tested, 0.065% active | Potency, µM (highest dose often 106 µM), inactives show top-dose activity change, negative = inhibition, hits mostly inhibitors | P10828;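 also: plate controls were bound peptide for no effect and peptide without receptor for full effect; nearly all actives have a fitted effect of over 50% in size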
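A fluorescence polarization screen tested compounds at multiple concentrations against complex formation between 0.6 uM TRb ligand-binding domain and 20 nM Texas Red SRC2 peptide, with 1 uM T3 present; readout after 5 hr.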
L3MBTL1 inh: inhibitors of human L3MBTL1 | Q9Y468 | AlphaScreen L3MBTL1–H3K9me1 peptide binding | Potency, µM (highest dose often 57.1 µM), for the others: top-dose activity, negative = inhibition, usual class: inhibitors | 230,000 tested, 0.66% active | AID 485360; also: nearly all actives have a fitted effect of over 60% in size
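AlphaScreen assay: L3MBTL1 (50 nM final) was preincubated 30 min at room temperature with biotinylated H3(1-15)K9me1 peptide (75 nM final), then 30 min with library compounds; streptavidin donor and nickel chelate acceptor beads (10 ug/mL final) added, 30 min dark.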
aGlu spleen mod: inhibits or activates alpha-glucosidase in human spleen homogenate; P10253; human spleen homogenate, 4-MU-alpha-glucoside fluorescence; Potency, µM (doses to about 79.9 µM), without a hit: at the top dose activity change, negative = inhibition, actives largely listed as inhibitors; 240,000 tested, 0.006% active; AID 2112;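 also: 0% = enzyme with vehicle and -100% = no enzyme basal signal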
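Compounds were titrated against alpha-glucosidase in spleen homogenate at pH 5.0, with 1 mM 4-methylumbelliferyl substrate for 40 min at 37 C. Reactions were quenched with pH 10 NaOH/glycine and fluorescence measured.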
TR SRC2 fluor cs: alters Texas Red total fluorescence, flagging assay interference; TRb/SRC2 Texas Red total fluorescence interference; Potency, µM (doses to about 106 µM), for inactives: top-dose fluorescence change, negative = quenching; 280,000 tested, 0.29% active; active = well fitted curve in either direction with a large enough effect; inconclusive = small, poorly fitted or top-dose-only effect
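Human TRb ligand-binding domain at 0.6 uM with 20 nM Texas Red SRC2 peptide in Tris buffer containing 1 uM T3 and 5% DMSO, incubated with compound 5 h at ambient temperature. Total fluorescence (555/632 nm) calculated as parallel + 2 × perpendicular.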
GAA inhib: alpha-glucosidase (human) inhibition; P10253; Potency, µM (doses to about 76.9 µM), for inactives: at the highest dose activity change, negative = inhibition, hits mostly inhibitors; purified human GAA, 4-MU-alpha-glucoside fluorescence; 200,000 tested, 0.005% active; AID 1466;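 also: plate controls were uninhibited enzyme wells for no effect and no-enzyme background for full effect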
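AC50 values come from Hill fits of compound titrations (up to 77 uM) against 4 nM human enzyme. Substrate 4-methylumbelliferyl-alpha-D-pyranoside at 400 uM, pH 5.0 citrate buffer, 20 min room temperature; fluorescence Ex 365/Em 440 after alkaline stop.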
GAA glycogen: inhibitors or activators of human alpha-glucosidase glycogen cleavage; recombinant GAA, glycogen substrate, Amplex Red glucose oxidase fluorescence; Potency, µM (top dose mostly 76.4 µM), inactives show at the top dose activity change, negative = inhibition, hits mostly inhibitors; 300,000 tested, 0.38% active; P10253;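 also: 0% = full enzyme reaction and -100% = no-enzyme basal signal; the screen sought inhibitors and activators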
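Recombinant enzyme (4 nM final) with compounds titrated up to 77 uM and bovine liver glycogen (30 ug) in citrate pH 5.0, 0.01% Tween-20, 37 C 40 min. Released glucose detected by Amplex Red/glucose oxidase (Ex 573/Em 610); AC50 from Hill fits.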
RECQ1 helicase: blocks DNA unwinding by human RECQ1 | Potency, µM (top dose mostly 57.3 µM), for the others: at the highest dose activity, negative = inhibition, hits mostly inhibitors | 240,000 tested, 0.54% active | AID 2549 | P46063 | RECQ1 DNA unwinding, red fluorescence kinetic read;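 also: plate controls were vehicle for no effect and no enzyme for full effect; nearly all actives have a fitted effect of over 30% in size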
Target sequence (P46063 whole entry, looked up): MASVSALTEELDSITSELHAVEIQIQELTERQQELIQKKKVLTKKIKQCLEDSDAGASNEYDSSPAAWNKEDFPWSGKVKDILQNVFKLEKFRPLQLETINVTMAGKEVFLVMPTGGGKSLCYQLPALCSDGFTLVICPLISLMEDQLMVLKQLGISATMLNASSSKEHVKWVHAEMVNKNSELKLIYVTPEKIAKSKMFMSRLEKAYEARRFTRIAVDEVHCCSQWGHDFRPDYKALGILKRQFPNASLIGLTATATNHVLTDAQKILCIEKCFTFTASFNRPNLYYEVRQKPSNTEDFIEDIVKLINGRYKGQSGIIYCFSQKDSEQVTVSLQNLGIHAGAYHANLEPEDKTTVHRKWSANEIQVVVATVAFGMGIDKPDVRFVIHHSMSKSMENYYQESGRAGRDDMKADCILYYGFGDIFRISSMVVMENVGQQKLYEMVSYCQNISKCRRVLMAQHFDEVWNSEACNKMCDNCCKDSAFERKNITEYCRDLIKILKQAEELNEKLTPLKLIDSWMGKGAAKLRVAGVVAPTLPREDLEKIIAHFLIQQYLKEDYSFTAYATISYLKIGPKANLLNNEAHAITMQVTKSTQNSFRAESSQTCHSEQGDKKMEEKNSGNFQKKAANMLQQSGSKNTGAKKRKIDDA
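50 nM RECQ1T1 preincubated 15 min with compound in Tris pH 8.0 buffer with MgCl2, DTT, Tween-20 and 2.5 ug/ml poly(dI-dC); started with 200 nM TAMRA/BHQ-2 forked duplex and 2 mM ATP. Unwinding read as fluorescence (525/598 nm), two reads 2 h apart.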
RGS12 GoLoco inh: RGS12 GoLoco-Gai1 interaction inhibition | P63096 | Potency, µM (doses to about 61.6 µM), for inactives: at the top dose activity, negative = inhibition, actives largely listed as inhibitors | Gai1:RGS12 GoLoco peptide FP, rhodamine, 10 min | 230,000 tested, 0.44% active; active = well fitted inhibition curve with a large enough effect, not every such curve was filed as active; inactive = no such curve, though single readings can be large or run the other way; also: nearly all actives have a fitted effect of over 30% in size; many of its hits are not listed in these tables
Target sequence (P63096 whole entry, looked up): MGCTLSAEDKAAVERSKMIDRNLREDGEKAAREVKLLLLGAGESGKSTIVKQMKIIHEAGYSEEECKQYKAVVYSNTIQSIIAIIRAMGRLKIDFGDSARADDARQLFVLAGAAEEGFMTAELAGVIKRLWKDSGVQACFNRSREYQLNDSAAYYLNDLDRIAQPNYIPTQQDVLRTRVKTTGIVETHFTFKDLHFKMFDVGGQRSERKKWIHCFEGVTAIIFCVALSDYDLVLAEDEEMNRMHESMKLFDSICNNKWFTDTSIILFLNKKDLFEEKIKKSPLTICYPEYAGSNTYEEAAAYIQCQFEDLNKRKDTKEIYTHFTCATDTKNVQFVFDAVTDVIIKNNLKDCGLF
Starred values were filed as active, the others as inactive; i = inactive; ? = inconclusive; · = not tested or not shown; & = joins results of further samples; [ ] = remark or other dose. Unless noted, calls follow the shape of the dose curve; as a rule, active = well fitted curve in the direction sought with a large enough effect; inconclusive = small, poorly fitted or top-dose-only effect, or another doubt; inactive = no such curve, though single readings can be large; an effect the other way counts as inactive or inconclusive. Unless noted, % is scaled to controls: 0 for no effect and ±100 for the full control effect; potency is read from the fitted curve at half-maximal effect. Only part of the results is shown, so the mix of outcomes need not match the whole.

SMILES | TRb-SRC2 inh | L3MBTL1 inh | aGlu spleen mod | TR SRC2 fluor cs | GAA inhib | GAA glycogen | RECQ1 helicase | RGS12 GoLoco inh
Cc1ccc(NC(=O)CSc2nc3ccccc3c3nc(CCn4cncc4C)nn23)c(C)c1 | 3%&-2% | 6% | -16% | -5%&0% | 6% | 16% | 2% | ·
O=C(COC(=O)Cc1ccccc1F)Nc1ccc(F)cc1F | -5% | -1%[11.4 µM] | 1% | -1% | 4% | -2% | i | 5%
CCOC(=O)C1(C)C(C(=O)OC)=C(c2ccc(OC)cc2)c2ccccc2N1C(=O)OC (stereo not drawn) | -12% | -15% | 4% | -54% | · | · | i | -23%
CCN(CC)c1ccc(-c2nc3cnccc3n2C)cc1 | -2% | -1% | -4% | -1% | 1% | -13% | i | -15%
O=S(=O)(c1ccc(F)cc1)c1nc(-c2ccc(F)cc2)oc1NCCN1CCOCC1 | -7% | -6% | 5% | -3% | 8% | -15% | -6% | 3%
O=C(COc1ccccc1)Nc1cccc(-c2nc3cc4ccccc4cc3[nH]2)c1 | 3% | 1% | 7% | -3% | ? | 1% | -15% | 21%
Cc1ccc(Cl)cc1N1CCN(Cc2nnnn2Cc2ccco2)CC1 | -5% | 3% | -19% | -6% | ? | -2% | -14% | -6%
CCOC(=O)N1CCN(C(=S)NC(=O)c2c(-c3c(Cl)cccc3Cl)noc2C)CC1 | -9% | -13% | -4% | 0% | 3% | -10% | i | 2%
O=C(c1cnn2c(C(F)(F)F)cc(-c3cccs3)nc12)N1CCCC1 | -1% | · | -1% | -1% | · | -5% | -1% | 11%
CNc1nc2[nH]c(=O)c3c(c2s1)OC(N)=C(C#N)C3c1ccccc1 (stereo not drawn) | -10% | 1% | -7% | -7% | ? | 13% | -4% | 11%
Cn1cnnc1-c1cccc(NC(=O)c2cc(F)c(F)cc2Cl)c1 | -6% | 4% | -4% | -1% | ? | 11% | 6% | 8%
CCOc1ccc(Nc2nc(Cc3nnc(SCC(=O)NC4CCCCC4)n3C)cs2)cc1 | 1% | · | -5% | -7% | 0% | ? | -15% | 2%
COC(=O)c1c([N+](=O)[O-])c(OC)c(OC)c(OC)c1[N+](=O)[O-] | -6% | · | 0% | -6% | 1% | 5% | 0% | -6%
CC(=O)Nc1ccc(SCC(=O)Nc2cc(C)on2)cc1 | 3% | -13% | 1% | 1% | 14% | -4% | -3% | 8%
Cc1ccc(OCC(=O)N(c2ccccn2)C2CCCCC2)c(C)c1 | 12% | 0% | 5% | 1% | -2% | -5% | -3% | 5%
Cc1cc(N2CCN(Cc3cn(C)nc3-c3cccc(Cl)c3)CC2)cc(C)n1 | 0% | 5% | -9% | -5% | 0% | -13% | 0% | 8%
Cc1cccc(OC(C)C(=O)N2CCCc3ccccc32)c1 (stereo not drawn) | 2% | 1% | -11% | -2% | 0% | 0% | -9% | 10%
CCOc1ccccc1NC(=S)NC1CCCCC1 | 1% | -4% | -4% | 1% | 0% | 6% | 1% | 8%
Cc1ccc(NCCC(=O)c2cccc([N+](=O)[O-])c2)c(C)c1 | -18% | ? | -8% | -1% | -10% | 6% | -21% | -6%
Nc1c(C(=O)NCc2ccco2)nnn1-c1ccccc1 | 0% | 4% | 6% | 3% | 6% | 7% | -16% | 6%
CCC(C)Sc1nc2c(c(=O)[nH]c(=O)n2C)n1Cc1ccc(Cl)cc1 (stereo not drawn) | -2% | 2% | 0% | -1% | 0% | 1% | -6% | 4%
CN(C)c1nc(Cl)nc(NCCOc2ccccc2)n1 | -5% | 4% | 2% | 4% | -1% | -2% | -3% | -2%
CC(=O)c1ccc(OCCCC(=O)NCC(c2ccco2)N(C)C)cc1 (stereo not drawn) | 3% | -7% | 1% | -1% | 7% | 5% | -7% | 10%
COC(=O)c1c(N2C(=O)[C@H]3[C@@H](C2=O)[C@]2(C(=O)Nc4ccccc42)N2CCC[C@@H]32)sc(C)c1C | -1% | · | 4% | 0% | ? | 8% | -13% | -9%
Cc1nc2nc(SCc3nc4ccccc4[nH]3)[nH]c2cc1Br | 8% | · | -5% | -1% | · | -11% | -13% | 28%
NC(=O)[C@@H]1CCCN1Cc1nc(Cc2ccccc2Cl)no1 | -2% | 7% | -8% | -6% | 1% | -11% | i | -9%
COc1ccc(C(=O)N(C)Cc2ccccc2)cc1Br | -9% | -4% | 0% | -3% | 0% | 0% | -15% | 3%
CCN1C(=O)/C(=C\N(C)C)S/C1=N\S(=O)(=O)c1ccc(C)cc1 | -6% | 5% | 3% | -6% | -8% | 11% | i | 14%
Cc1ccc(CNC(=O)c2ccc(COc3ccccc3)cc2)cc1 | 8% | 5% | 8% | 0% | 4% | -2% | 6% | -4%
COc1ccccc1NC(=O)CN1CCN(C2c3ccccc3-c3ccccc32)CC1 | -6% | -5% | -16% | -1% | 12% | -9% | -12% | 0%
COc1cccc(Cl)c1NC(=O)N1CCN(c2ccnc3cc(Cl)ccc23)CC1 | 8% | · | -1% | 1% | · | -15% | -5% | 2%
COc1ccc(Cl)cc1NC(=O)Nc1ccc(Br)cn1 | -8% | · | 0% | -3% | 6% | 7% | -4% | -8%
Cc1ccc(C2CN(c3ccccc3)CC2C(=O)c2ccc(F)cc2)cc1 (stereo not drawn) | 6% | -9% | -25% | 2% | -25% | 2% | -7% | 0%
FC(F)(F)c1cc(-c2ccco2)nc(NCc2ccc(Cl)cc2)n1 | -1% | · | 6% | -5% | -5% | -13% | -8% | 0%
COc1ccc(OC)c(NC(=S)NCCSc2ccc(C)cc2)c1 | -6% | -9% | 2% | -1% | -7% | -3% | -15% | 8%
COc1ccc(-c2cc(C(F)F)n3ncc(C(=O)N4CCN(C(=O)c5ccco5)CC4)c3n2)cc1 | -22% | 1% | 1% | 1% | 8% | 0% | -18% | 5%
CCn1ncc(NC(=S)Nc2ccc3c(c2)OCO3)c1C(N)=O | 1% | -1% | 3% | 0% | -10% | ? | i | 6%
COc1ccc(N=CC2=C(O)CCCC2=O)cc1 | -2% | · | 0% | 0% | 3% | -7% | -8% | 4%
NC(CSSCC(N)C(=O)O)C(=O)O (stereo not drawn) | -3%&-5% | · | -3% | -3%&-2% | · | · | -2% | 13%
O=C(O)CC/C(=N\Nc1ccc([N+](=O)[O-])cc1)c1ccccc1 | -2% | -6% | -2% | -3% | -9% | ? | 0% | 23%
Cn1cc(Cl)c(-c2n[nH]c(=S)n2-c2ccccc2)n1 | -3% | 2% | 5% | -1% | -6% | -1% | i | -7%
COc1ccccc1C(=O)N1CCN(Cc2nc3cc([N+](=O)[O-])ccc3n2C)CC1 | 2% | 5% | -1% | 2% | 4% | 10% | 11% | 4%
CCOC(=O)c1c(SC)nc(SC)c2c1CCC2 | -2% | 22% | -1% | -1% | 1% | 2% | 5% | 9%
CCN(Cc1cc(=O)n2cc(Cl)c(C)c(Cl)c2n1)Cc1nc2ccccc2c(=O)[nH]1 | -3% | 2% | 2% | 0% | -3% | 6% | i | 23%
Cc1ccccc1Nc1nc(N)nc(COC(=O)CC2CC3CCC2C3)n1 (stereo not drawn) | 4% | 3% | -1% | -2% | ? | -10% | i | -7%
COc1ccc(OC)c(C(=O)CSc2nc3c(c(=O)n(C)c(=O)n3C)n2C(C)C)c1 | -3% | -3% | -1% | -1% | -8% | -13% | i | 7%
OCCCc1n[nH]c(=S)n1-c1ccccc1 | -2% | -8% | -12% | -2% | 13% | -10% | -10% | 6%
CN1CCN(C(=O)Nc2ccc([N+](=O)[O-])cc2)CC1 | 3% | 10% | -5% | -1% | · | 2% | -1% | 6%

3 structures from above, sorted by length of the SMILES, lowest first:
SMILES | TRb-SRC2 inh | L3MBTL1 inh | aGlu spleen mod | TR SRC2 fluor cs | GAA inhib | GAA glycogen | RECQ1 helicase | RGS12 GoLoco inh
NC(CSSCC(N)C(=O)O)C(=O)O (stereo not drawn) | -3%&-5% | · | -3% | -3%&-2% | · | · | -2% | 13%
CCOC(=O)c1c(SC)nc(SC)c2c1CCC2 | -2% | 22% | -1% | -1% | 1% | 2% | 5% | 9%
O=C(O)CC/C(=N\Nc1ccc([N+](=O)[O-])cc1)c1ccccc1 | -2% | -6% | -2% | -3% | -9% | ? | 0% | 23%

The list goes on.
SMILES | TRb-SRC2 inh | L3MBTL1 inh | aGlu spleen mod | TR SRC2 fluor cs | GAA inhib | GAA glycogen | RECQ1 helicase | RGS12 GoLoco inh
Cc1ccc(NC(=S)NC2CCN(Cc3ccccc3)CC2)cc1C | -9% | -25% | -20% | -3% | 8% | 0% | i | 7%
COc1cc(-c2ccc(NC(C)=O)c(OC)c2)ccc1NC(C)=O | -2% | -1% | -3% | -2% | · | 0% | -1% | -2%
O=C(CSc1ccc(-c2ccco2)nn1)NCc1ccc(Cl)cc1 | -2% | 5% | -1% | -1% | 0% | 11% | -1% | -14%
COc1ccc(CN(CC(=O)NC2CCCC2)C(=O)CCC(=O)Nc2cc(C)on2)cc1 | 8% | -5% | -7% | -4% | 2% | -6% | i | 3%
CCOC(=O)c1c(C=O)c(C)n(Cc2ccccc2)c1C | -7% | · | 0% | -3% | 0% | 2% | -6% | -2%
N#C/C(=C/c1ccc(N2CCCC2)c([N+](=O)[O-])c1)c1nc2ccccc2[nH]1 | -9% | -7% | -4% | 0% | -1% | -2% | -4% | 22%
O=C(CC(=O)NN=C1CCCCCC1)NCc1cccnc1 | 1% | 3% | · | -4% | -8% | -11% | -4% | 2%
Cc1nnc(NC(=O)C2CCCO2)s1 (stereo not drawn) | 2% | 11%[11.4 µM] | -1% | -1% | 3% | -1% | -3% | -1%
O=C(CSCc1ccc(Br)cc1)NCc1ccccn1 | 1% | -1% | 0% | 0% | 1% | 19% | i | 21%
COc1ccc(S(=O)(=O)Cc2ccc(C(=O)NCCCN3CCc4ccccc4C3)o2)cc1 | 3% | · | -3% | -1% | -9% | 14% | -1% | -4%
Cc1cccc(NC(=O)CCC(=O)N/N=C/c2cc([N+](=O)[O-])ccc2O)c1 | 7% | 10% | -2% | ? | -4% | 13% | -8% | 63%[activator]
